Screens (PubChem)
VHR inh abs: blocks human VHR1 dual specificity phosphatase. inhibition, % at 13.3 µM. 290,000 tested, 0.52% active. recombinant VHR phosphatase, pNPP absorbance. AID 1654; in the data active = inhibition above about 50%; also: some compounds called inactive have numbers as strong as hits
Target sequence (P51452 whole entry, looked up): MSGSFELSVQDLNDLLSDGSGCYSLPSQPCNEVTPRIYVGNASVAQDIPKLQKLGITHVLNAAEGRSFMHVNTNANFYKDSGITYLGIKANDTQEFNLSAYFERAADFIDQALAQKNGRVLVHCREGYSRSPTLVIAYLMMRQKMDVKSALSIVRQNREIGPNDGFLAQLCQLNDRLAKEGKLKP
CCHF vOTU inh: blocks the CCHF virus ovarian tumor domain protease; CCHFV vOTU protease, Pep-AMC fluorescence; inhibition, % at 11.5 µM; 370,000 tested, 0.55% active; AID 651958; in the data active = inhibition above about 30%; also: 0% = vehicle wells with enzyme and 100% = no enzyme wells
Anthrax LF prot: blocks Bacillus anthracis lethal factor protease. AID 588501. inhibition, % at 10 µM. 360,000 tested, 0.12% active. P15917. multiplex microsphere protease cleavage assay, LF; also: plate controls were buffer without enzyme for full effect and enzyme alone for no effect
PrPC surface inh: inhibitors of human cell surface prion protein PrPC; P04156; TR-FRET read-out; 370,000 tested, 0.43% active; inhibition, % at 13.8 µM; AID 720596; in the data active = inhibition above about 24%; also: 0% = median of the test wells and 100% = reference compound wells
BoNT F protease: BoNT F light chain protease inhibition; Multiplex microsphere protease cleavage assay, flow cytometry; inhibition, % at 10 µM; 360,000 tested, 0.22% active; AID 588497; in the data active = inhibition above about 35%, passing the limit was not always enough; inconclusive = no clear call, values can overlap the other calls; also: plate controls were buffer without enzyme for full effect and enzyme alone for no effect
MazF activator: increases E. coli MazEF RNase cleavage of RNA. P0AE70. FAM/BHQ RNA-DNA oligo cleavage fluorescence, 5 h. activation, % at 20 µM. 350,000 tested, 0.32% active; in the data active = activation above about 50%
Target sequence (P0AE70 whole entry, looked up): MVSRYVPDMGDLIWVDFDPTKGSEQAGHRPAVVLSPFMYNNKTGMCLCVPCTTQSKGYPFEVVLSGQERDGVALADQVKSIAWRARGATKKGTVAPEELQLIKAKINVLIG
3CLpro inhibitor: SARS-CoV 3CLpro protease inhibition; P0C6X7; recombinant SARS-CoV 3CLpro, quenched FRET peptide cleavage; inhibition, % at 6 µM; 290,000 tested, 0.14% active; in the data active = inhibition above about 12%
BoNT-A LC inh2: blocks Botulinum neurotoxin A light chain protease | 360,000 tested, 0.17% active | multiplex microsphere protease substrate cleavage, flow cytometry | AID 588499 | inhibition, % at 10 µM; also: plate controls were buffer without enzyme for full effect and enzyme alone for no effect
SSB-PriA inh: K. pneumoniae PriA-SSBct interaction inhibition. 430,000 tested, 0.6% active. inhibition, % at 33 µM. AlphaScreen SSBct-PriA binding, biotinylated peptide; in the data active = inhibition mostly above about 37%, no sharp cut-off; inactive = mostly below about 20%;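 also: plate controls were negative control peptide for no effect and reference peptide for full effect; strong numbers were not always called active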
Rv3671c inh: Rv3671c (M. tuberculosis) protease inhibition; P9WHR9; AID 2606; 320,000 tested, 0.048% active; inhibition, % at 5.96 µM; in the data active = inhibition above about 38%;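 also: extracellular domain of Rv3671c used as enzyme; 0% = enzyme with DMSO and 100% = no enzyme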
Target sequence (P9WHR9 whole entry, looked up, the tested form may be a part): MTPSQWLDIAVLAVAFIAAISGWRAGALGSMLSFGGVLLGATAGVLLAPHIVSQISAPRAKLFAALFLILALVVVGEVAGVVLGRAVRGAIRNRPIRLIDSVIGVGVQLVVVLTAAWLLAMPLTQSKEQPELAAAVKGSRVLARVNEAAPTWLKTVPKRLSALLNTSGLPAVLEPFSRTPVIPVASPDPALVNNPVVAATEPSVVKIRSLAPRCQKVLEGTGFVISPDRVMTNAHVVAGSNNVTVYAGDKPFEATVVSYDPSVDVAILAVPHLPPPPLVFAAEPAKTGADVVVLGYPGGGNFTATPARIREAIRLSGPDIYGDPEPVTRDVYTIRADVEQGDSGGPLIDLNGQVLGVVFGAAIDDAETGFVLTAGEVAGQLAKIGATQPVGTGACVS
Starred values were filed as active, the others as inactive; ? = inconclusive; / = not tested or not shown. Rule as the data show it, unless noted: active = inhibition above about 30%; inconclusive = no clear call, values can overlap the other calls; inactive = below that. This is a subset (hit frequency here may not be typical).

SMILES | VHR inh abs | CCHF vOTU inh | Anthrax LF prot | PrPC surface inh | BoNT F protease | MazF activator | 3CLpro inhibitor | BoNT-A LC inh2 | SSB-PriA inh | Rv3671c inh
Cc1cc(C)cc(N(CC(=O)NC2CCCC2)C(=O)CCC(=O)Nc2cc(C)on2)c1 | 11 | 10 | -8 | 9 | -22 | 7 | -1 | -13 | -2 | -3
CCCc1nc(SCC(=O)Nc2nnc(SCC)s2)c2c(=O)n(C)c(=O)n(C)c2n1 | 7 | 3 | -1 | 6 | -9 | -3 | 1 | 0.1 | -1 | -2
Cc1c(N)cccc1N | / | 0 | -15 | -3 | -27 | 7 | / | -0.4 | -8 | 6
CC(=O)c1c(C)nc(-c2ccc(OCC(=O)Nc3ccc(F)cc3)cc2)n1O | 8 | 7 | 2 | -1 | -5 | 6 | 1 | -1.1 | -4 | 1
Cc1cccc(C(=O)NNC(=O)C23CC4CC(CC(C4)C2)C3)c1O | -3 | -4 | 0 | 6 | -8 | -3 | 3 | -1.0 | 0 | 8
COCc1cc(=O)n2[nH]c(C)c(-c3ccc(Cl)cc3)c2n1 | / | -20 | -4 | 6 | -2 | -6 | / | -0.4 | / | /
CC(=O)c1ccc(Nc2nc(C(C)N)cs2)cc1 (centres undefined) | / | 9 | -5 | -4 | -4 | / | / | 0.5 | / | /
CCOC(=O)c1c[nH][nH]c1=O | 16 | 2 | -4 | 1 | ? | 1 | 0 | -0.3 | 0 | 0
CC(=O)N1CCN(CCN(CC2C(C)C=C(C)CC2C)C(C)=O)CC1 (centres undefined) | -1 | 7 | -4 | -5 | -4 | 12 | -3 | -0.9 | 3 | 1
C/C(=N\NC(=O)c1ccc(Cl)c(S(=O)(=O)Nc2ccccc2Cl)c1)c1ccncc1 | -4 | -5 | -5 | 2 | 7 | 4 | 8 | 1.4 | / | -17
COc1ccc(-c2nn(-c3ccccc3)cc2C2CC(c3cccs3)=NN2C(=O)CCCC(=O)O)cc1 (centres undefined) | -6 | 7 | 0 | -1 | -2 | -3 | 1 | -0.6 | -1 | -12
NS(=O)(=O)c1ccc(CCNC(=O)c2cccc3ccccc23)cc1 | 22 | -4 | -2 | 4 | -15 | -5 | -5 | -0.5 | -1 | -2
Cc1ccc(S(=O)(=O)CC(O)COc2ccccc2C#N)cc1 (centres undefined) | 12 | -7 | 4 | 3 | -2 | 4 | -1 | -0.5 | -5 | 7
COc1ccc(NC(=O)CSc2nnc(Cc3cccn3C)n2-c2ccc(C)cc2)cc1OC | 14 | -6 | -2 | -2 | -10 | -4 | 3 | -1.1 | 28 | -1
CC1Cc2ccccc2N1C(=O)CSc1nnc(CNc2ccccc2)o1 (centres undefined) | 7 | / | -3 | / | -8 | -4 | -2 | -0.3 | -13 | 0
O=[N+]([O-])c1cnc(N2CCCCC2)c([N+](=O)[O-])c1 | -2 | -2 | -2 | -6 | -3 | 4 | -5 | -0.1 | -9 | 8
CCOC(=O)c1cnc(SC)nc1Nc1cccc(F)c1 | 3 | -6 | -2 | -2 | -13 | -15 | -1 | -0.4 | -11 | 1
COc1ccc(C(C(=O)NCC2CCCO2)N(Cc2cccs2)C(=O)c2snc(C(N)=O)c2N)cc1OC (centres undefined) | 6 | -22 | 12 | -13 | 1 | -2 | 5 | -4.4 | 5 | 2
CC1CN(C(=O)N(C)C)CCN1C(=O)N(C)C (centres undefined) | 15 | 4 | -2 | 2 | 3 | -1 | -9 | -0.6 | -4 | 3
O=C(c1ccco1)c1nnn(Cc2ccccc2)c1-c1ccccc1 | 11 | 7 | -2 | 3 | -7 | 3 | 0 | 0.6 | 3 | 1
O=C(Nc1cc(=O)c2ccccc2o1)N1CCCCC1 | 36 | 4 | -2 | 6 | 2 | 5 | -4 | 2.3 | 2 | -5
COc1cccc(C2C(C(=O)Nc3ccccc3)=C(C)N=c3s/c(=C/c4ccc(OCC(=O)O)cc4)c(=O)n32)c1 (centres undefined) | 8 | 4 | 1 | -3 | 2 | -4 | 1 | 0.7 | / | -44
S=C(Cc1cccnc1)N1CCOCC1 | 5 | / | 1 | / | -5 | 1 | -2 | 0.4 | -6 | 2
CCN(CC)CCn1c(=S)[nH]c2cc(C(=O)N3CC(C)CC(C)C3)ccc2c1=O (centres undefined) | 24 | 3 | -1 | -14 | 3 | -4 | 6 | 0.7 | -8 | -6
Cc1ccc(C(=O)c2cc3c(cc2[N+](=O)[O-])OCCO3)cc1 | -3 | 13 | -3 | -6 | -4 | 9 | 0 | 0.2 | 7 | -10
COc1cc(C(=O)OCC(=O)Nc2cc(C)on2)ccc1OCc1ccccc1Cl | 3 | 4 | 1 | -1 | -17 | 0 | 1 | 0.1 | -8 | 6
CCN1C(=O)[C@H]2[C@@H](c3ccc(-c4ccc(OC)cc4)cc3)N3CCCC[C@@]3(C(=O)OC)[C@H]2C1=O | / | -8 | -6 | -3 | -2 | -2 | / | -0.5 | 2 | 0
O=C(NCc1ccccn1)C(=O)NCC1OCCCN1S(=O)(=O)c1cc(F)ccc1F (centres undefined) | 6 | 5 | 0 | -2 | -4 | 8 | 3 | 1.9 | -9 | 0
O=C(Nc1cccc2ccccc12)N1CCN(Cc2ccc3c(c2)OCO3)CC1 | 0 | / | 0 | / | -11 | -13 | -5 | -1.4 | -5 | 3
Cc1ccc(S(=O)(=O)Nc2cccc3c2O[C@H](CN(C)C(=O)Nc2ccc(C(F)(F)F)cc2)[C@@H](C)CN([C@H](C)CO)C3=O)cc1 | / | 20 | -2 | 3 | -3 | -8 | / | -0.5 | -16 | -14
CCOc1ccccc1NC(=O)CSc1nnc(-c2ccco2)o1 | -9 | -6 | 5 | -2 | 4 | 5 | 2 | -0.9 | -6 | 2
C=C1CC(COc2cc(=O)oc3ccccc23)(c2ccccc2)OC1=O (centres undefined) | / | -14 | -6 | 7 | -3 | 8 | / | 0.3 | -3 | /
O=C(O)CCCCCNC(=O)CCn1cnc2ccccc2c1=O | 14 | -4 | -8 | 0 | 7 | 6 | 2 | 1.0 | -4 | 13
O=C(C1=C[C@H](c2ccc(Br)cc2)C[C@H](OCCCCO)O1)N1CCOCC1 | 30 | 1 | 3 | -13 | 3 | -11 | -2 | -0.3 | -7 | 3
O=C(CSc1cccc(C(F)(F)F)c1)Nc1ccc(Cl)cc1Cl | 24 | 11 | 0 | 1 | -2 | -1 | -2 | ? | -5 | -10
O=c1cc(-c2ccccc2O)nc(-c2ccccc2)[nH]1 | / | 4 | -1 | 5 | -1 | 5 | / | -0.8 | -6 | 2
COC(=O)c1ccccc1OCC(=O)N1CCN(c2ccc(F)cc2)CC1 | 23 | 2 | -5 | -4 | -5 | -8 | -1 | -0.2 | -3 | 9
CCCOc1cccc(C(=O)Nc2ccccc2C(=O)N2CCN(C)CC2)c1 | -33 | 3 | -2 | -4 | -5 | -11 | -3 | -2.3 | -6 | 0
CC(=O)Nc1nnc(-c2ccc(Cl)s2)o1 | 11 | -10 | 0 | 12 | 7 | 16 | 0 | -0.5 | -13 | -2
O=C1CCc2cc(S(=O)(=O)N3CCCC3C(=O)N3CCN(c4ccccc4)CC3)ccc2N1 (centres undefined) | 34 | 3 | -6 | -6 | -7 | 5 | -5 | -0.6 | -7 | 4
O=C(COC(=O)c1cccc(S(=O)(=O)NCc2ccccc2)c1)c1ccccc1 | -7 | -11 | -4 | 3 | 3 | -2 | 5 | -0.4 | 0 | -20
COc1ccc(CCN2CNc3c(c(=O)n(C)c(=O)n3C)C2)cc1 | 18 | -8 | 2 | -2 | -2 | -3 | -5 | 0.6 | 18 | 2
O=C(NCc1ccco1)c1cc([N+](=O)[O-])cc([N+](=O)[O-])c1 | 8 | 4 | -2 | -66 | -4 | 2 | -1 | -0.7 | -3 | -7
CCN1C(=O)[C@H]2[C@H]3CN=C(SC)N3[C@@](CC)(C(=O)OC)[C@H]2C1=O | / | -3 | -5 | 5 | 4 | -5 | / | -0.3 | 5 | /
CC(c1nnc(SCC(=O)Nc2cccnc2Cl)n1Cc1ccccc1)N(C)C (centres undefined) | -6 | -6 | 2 | 10 | 4 | 4 | -9 | -0.8 | 3 | 0
CN(C)C(CNC(=O)c1ccc2ccccc2c1)c1ccco1 (centres undefined) | 30 | 3 | -1 | 1 | -4 | 15 | 0 | -0.9 | -5 | -3
CN(Cc1ccc(Cl)cc1)C(=O)CNC(=O)C12CC3CC(CC(C3)C1)C2 | / | 15 | 3 | 6 | -3 | 4 | / | 1.9 | -24 | -8
c1cc(CNC2C3CC4CC(C3)CC2C4)ccn1 (centres undefined) | 22 | 1 | -7 | 0 | -1 | -4 | 2 | -0.3 | -8 | -1
CCOc1cc(/C=N/NC(=O)COc2ccccc2C)ccc1OC(=O)c1cccs1 | 18 | 24 | 3 | 0 | -9 | -8 | 0 | -1.6 | / | -105
CCOCCCNC(=O)c1cc(-c2cccnc2)nc2ccc(S(=O)(=O)N3CCC(C)CC3)cc12 | 18 | / | -1 | / | 2 | -2 | 0 | 1.0 | -7 | -1
Cc1ccc(C)n1C(CC(=O)O)c1ccc(C#N)cc1 (centres undefined) | 35 | 1 | -3 | -2 | 0 | 0 | 1 | -0.1 | 8 | 0
CCN1C(=O)C2(C(C(=O)c3cc4ccccc4o3)=C(O)C(=O)N2CCCN(C)C)c2ccccc21 (centres undefined) | 31 | / | / | / | / | 6 | 1 | / | 0 | -3
Cc1c(S(=O)(=O)NCc2ccccc2)c(=O)n(C)c(=O)n1C | 29 | -13 | -4 | -3 | 2 | 8 | -8 | -0.5 | 2 | 6
CC1CCC(N2CCN(c3ccc([N+](=O)[O-])cc3)CC2)CC1 (centres undefined) | 9 | 4 | -2 | -13 | -8 | -6 | 2 | -1.5 | 6 | 5
CCC(CC)NC(=O)c1cc(OC)c(OC)c(OC)c1 | 21 | 0 | 2 | -4 | -4 | 3 | -3 | 0.1 | -13 | -9
Cn1c(CNc2ccc(Br)cc2)nc2ccccc21 | 20 | 3 | 5 | 6 | -10 | -3 | -1 | -2.2 | -4 | 3
O=c1oc2ccccc2c(N2CCCC2)c1[N+](=O)[O-] | 15 | 31* | -10 | 1 | -4 | -4 | 2 | -1.1 | -8 | 6
Cc1cc(Br)ccc1NC(=O)c1ccco1 | 18 | -8 | -14 | -11 | ? | 10 | -3 | -4.9 | -9 | 3
Cc1ccc(-c2cc(-c3ccc(C)cc3)[n+](-c3ccc(C(=O)O)cc3)c(-c3ccc(C)cc3)c2)cc1 | / | -1 | -8 | -14 | 2 | -2 | / | 0.5 | 13 | -4
Cc1onc(-c2ccccc2)c1C(=O)NC(=S)Nc1sc2c(c1C#N)CCCC2 | 1 | -2 | 1 | 9 | -5 | -4 | -1 | -0.3 | -8 | -12
COc1cc(C(=O)NCC(=O)N/N=C/c2ccc(-c3cccc([N+](=O)[O-])c3)o2)cc(OC)c1OC | 8 | 14 | 8 | -2 | 15 | 10 | -2 | 0.0 | / | 1
COc1cc(/C=N/NC(=O)CNC(=O)c2ccncc2)ccc1OC(C)=O | 6 | 1 | -2 | -3 | 0 | -6 | -5 | -0.5 | / | 2

In another format: results already given.
Compound	VHR inh abs	CCHF vOTU inh	Anthrax LF prot	PrPC surface inh	BoNT F protease	MazF activator	3CLpro inhibitor	BoNT-A LC inh2	SSB-PriA inh	Rv3671c inh
Cc1ccc(C)n1C(CC(=O)O)c1ccc(C#N)cc1 (centres undefined)	35	1	-3	-2	0	0	1	-0.1	8	0
CCN1C(=O)C2(C(C(=O)c3cc4ccccc4o3)=C(O)C(=O)N2CCCN(C)C)c2ccccc21 (centres undefined)	31	/	/	/	/	6	1	/	0	-3
Cc1c(S(=O)(=O)NCc2ccccc2)c(=O)n(C)c(=O)n1C	29	-13	-4	-3	2	8	-8	-0.5	2	6
CC1CCC(N2CCN(c3ccc([N+](=O)[O-])cc3)CC2)CC1 (centres undefined)	9	4	-2	-13	-8	-6	2	-1.5	6	5
